Assay outcomes (PubChem)
RAD52 inh – RAD52 DNA annealing inhibitors, primary screen, biochemical, FRET, single point, set 2; DNA repair protein RAD52 homolog (Homo sapiens), P43351; hit rate 0.46% among 360,000; recombinant RAD52 DNA annealing, FRET fluorescence; inhibition, % at 18.7 µM;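 active = every replicate showing at least 50% inhibition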
EWS-Fli inh – EWS/Fli-driven NR0B1 reporter inhibitors, primary screen, A673 cells, NR0B1 luciferase, luminescence, MLPCN library; viability-normalised; inhibition, % at 12.6 µM; hit rate 0.67% among 350,000; AID 651661, 2012;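 active = mean inhibition of at least 50% after viability correction, with every replicate also passing that limit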;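 also: firefly luciferase signal divided by Alamar Blue viability fluorescence both relative to DMSO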
esBAF inh – Bmi1 luciferase reporter increase in mESCs, primary screen, esBAF inhibitor project, mouse ES cells, Bmi1 luciferase knock-in, single point; reporter increase, % at 12.5 µM; hit rate 2% among 350,000; 24 h; 100% = twice the neutral-well signal; in the data active = activation above about 40%;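 also: 0% = median of the plate's neutral control wells and 100% = double that signal; a rise in the Bmi1 reporter signal indicates esBAF inhibition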
RAD54 inh – inhibitors of human RAD54 branch migration, primary screen, biochemical, fluorescence, single point. DNA repair and recombination protein RAD54-like (Homo sapiens), Q92698. RAD54 Holliday junction branch migration, FAM/BHQ fluorescence. inhibition, % at 10.4 µM. hit rate 0.14% among 360,000;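 active = mean normalized replicate activity at least 40 and at least half of replicates scoring 40 or more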;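 also: 0% = median of neutral control wells and 100% = median of positive control wells; inhibitors cause a drop in the FAM fluorescence signal; in these data hits start at about 50%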
S100A4 MyoIIA – inhibitors of S100A4-myosin IIA peptide binding, primary screen, biochemical, fluorescence polarization, TAMRA-MyoIIA peptide; Protein S100-A4 (Homo sapiens), P26447; hit rate 0.14% among 360,000; inhibition, % at 10.7 µM; AID 652163, 2013;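 active = mean inhibition of at least 70% across replicates, with every replicate also reaching that level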
Target sequence (P26447 whole entry, looked up): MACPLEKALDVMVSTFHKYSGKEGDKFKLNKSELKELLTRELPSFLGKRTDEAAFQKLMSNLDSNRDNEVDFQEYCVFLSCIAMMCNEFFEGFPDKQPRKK
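Material: S100A4 monomer protein / Buffer or medium: 50 mM HEPES pH 7.2, 10 mM CaCl2, 100 mM KCl / Times: 5 min incubation before reading / Benchmarks: neutral control DMSO, positive control TFP / Reagent: labelled myosin peptide probe, 5 nM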
FN deposit inh – inhibitors of fibronectin matrix deposition, primary screen, AH1F cells, Alexa488-fibronectin fluorescence, plate reader; AID 743247, 2014; hit rate 0.086% among 350,000; AH1F fibroblasts, overnight; inhibition, % at 12.6 µM;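 active = mean inhibition across replicates of 30% or more, regardless of how many single replicates reach that level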;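 also: positive control wells lacked labelled fibronectin entirely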
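Assay system: AH1F fibroblast monolayer, labelled fibronectin deposition. Amount: 10000 cells per well. Also added: labelled fibronectin 24 nM. Compound: single-point pinned compound. Incubation: cell attachment 1 h, compound and FN exposure overnight. Detection: fluorescence after three HBSS washes, excitation 485 nm, emission 525 nm. Read-out: inhibition of fibronectin deposition signal.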
E-selectin induc – E-selectin induction in HUVECs, primary screen, imaging, HUVEC, immunofluorescence imaging, single point; P16581; normalized: neutral wells 0, TNF-alpha wells 100; activation, % at 7.58 µM; hit rate 0.37% among 260,000;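 active = mean E-selectin-positive cell signal at least 10% of the positive control, reached in at least 60% of replicates, without over 20% cell loss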;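 also: in these data hits start at about 27%; measured in HUVEC primary endothelial cells; signal is the percent of cells scored E-selectin positive by PE staining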
Target sequence (P16581 whole entry, looked up): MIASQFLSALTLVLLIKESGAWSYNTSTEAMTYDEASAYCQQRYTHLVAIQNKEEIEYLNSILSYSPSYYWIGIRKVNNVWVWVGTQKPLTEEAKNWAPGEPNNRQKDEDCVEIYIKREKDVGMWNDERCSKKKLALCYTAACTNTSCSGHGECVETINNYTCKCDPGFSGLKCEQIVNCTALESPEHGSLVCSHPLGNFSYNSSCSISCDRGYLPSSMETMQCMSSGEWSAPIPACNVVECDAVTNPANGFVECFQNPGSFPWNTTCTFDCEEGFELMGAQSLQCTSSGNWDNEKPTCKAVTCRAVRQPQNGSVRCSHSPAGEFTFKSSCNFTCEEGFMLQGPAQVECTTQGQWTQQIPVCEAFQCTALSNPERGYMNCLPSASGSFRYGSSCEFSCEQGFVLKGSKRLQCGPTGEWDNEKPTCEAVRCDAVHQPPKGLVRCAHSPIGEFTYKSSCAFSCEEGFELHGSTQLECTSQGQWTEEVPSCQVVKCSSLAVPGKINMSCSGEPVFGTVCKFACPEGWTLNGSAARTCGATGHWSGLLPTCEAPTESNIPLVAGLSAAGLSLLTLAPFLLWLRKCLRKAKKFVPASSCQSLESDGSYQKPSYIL
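Assay system: HUVEC, human umbilical vein endothelial cells / Amount: 3,000 HUVEC/well / Controls: TNF-alpha positive control, DMSO neutral control / Compound dosing: single concentration / Medium: EGM-2 over gelatin coat / Evaluation: percent E-selectin-positive cells / Signal: immunofluorescence imaging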
XiGFP reactiv – activators of inactive X chromosome reactivation, primary screen, imaging, XiGFP fibroblasts, GFP high-content imaging, set 2. AID 743238, 2013. XiGFP mouse fibroblasts, % GFP-positive cells imaging, 3 d; cells co-treated with 5-aza-dC sensitizer; scaled so ellipticine positive control = 100%. hit rate 0.055% among 360,000. activation, % at 7.58 µM;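 active = mean normalized replicate activation at least 10% and every replicate at or above 10%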;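 also: 0% = median of on-plate neutral control wells and 100% = ellipticine 6 µM median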
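Assay system – SV40-immortalized XiGFP fibroblast cells, line 68-5-11 · Buffer or medium – DMEM supplemented with 5-aza-dC as sensitizing agent · Dosing – one concentration, pinned · Benchmarks – positive control ellipticine, 6 µM final · Times – 3 days compound exposure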
Numbers without * were called inactive; . = not tested or not shown; & = joins results of further samples.

Molecule,esBAF inh,FN deposit inh,RAD52 inh,EWS-Fli inh,E-selectin induc,RAD54 inh,XiGFP reactiv,S100A4 MyoIIA
O=C(Cn1c(=O)oc2cc(S(=O)(=O)N3CCCCC3)ccc21)N1CCc2ccccc2C1,-3,-9,-9,5,-1.5,-4,0.0,-3
C#CCC(NC(=O)c1ccc(C#N)cc1)C(=O)NCCC (configuration not stated),-2,6,0,1,-0.2,0,0.0,0
C/C=C/c1ccc([C@H]2[C@@H](CO)N(CC3CC3)[C@H]2CNS(C)(=O)=O)cc1,-2,.,.,2,-0.3,-7,0.1,.
CCc1cccc(CC)c1NC(=O)C1CN(S(=O)(=O)c2ccccc2)CCN1S(=O)(=O)c1ccccc1 (configuration not stated),.,-5,.,.,0.2,4,0.0,.
O=C(Cc1ccccn1)NCC[C@@H]1CC[C@H](NC(=O)Nc2ccc(C(F)(F)F)cc2)[C@H](CO)O1,-3,-1,-6,5,0.1,0,-0.1,-5
CC1CCCN(C2=C(Cl)C(=O)N(c3cccc(Cl)c3)C2=O)C1 (configuration not stated),.,-8,-17,10,-0.3,6,0.0,-6
COc1ccc(C(=O)C(=O)c2ccc(OCCO)cc2)cc1,-4,-6,-2,-6,0.2,-6,-0.1,-2
Cc1ccc(NC(=O)COc2ccc(N(C)C(=O)C(C)(C)C)cc2)cc1S(=O)(=O)N1CCCCC1,-24,-1,-23,17,-0.4,-1,0.0,-1
CN1C(=O)c2cc(NC(=O)C3CCC3)ccc2OC[C@H]2O[C@H](CC(=O)NCc3ccccc3F)CC[C@@H]21,.,-1,-1,-2,0.2,.,0.0,-2
Cc1ccc(S(=O)(=O)N(C)c2ccc(OCC(=O)NC3=NCCS3)cc2)cc1,.,-2,-23,-7,7.1,.,0.0,5
COc1ccc(OC)c(CN2CCC(CNC(=O)Nc3cccc(Cl)c3)CC2)c1,0,7,-5,4,0.0,.,0.0,-5
Cc1ccccc1NC(=S)/C(=C(\[O-])c1cc(C)n(Cc2ccccc2Cl)c1C)[n+]1ccccc1,.,-2,-6,-5,.,.,1.1,-4
CC12CC3CC(C)(C1)CC(C(=O)NC(=S)N1CCCCC1)(C3)C2,2,.,3,6,.,-3,.,2
CCNC(=O)[C@@H]1[C@@H](CO)[C@@H]2Cn3c(ccc(C4=CCCCC4)c3=O)[C@@H]2N1Cc1ccc2c(c1)OCO2,.,.,-5,-16,-0.7,.,0.1,5
O=C(CSc1ccc2c(c1)OCCO2)Nc1ccccc1,12,-8,-19,-3,0.0,5,-0.1,-1
O=C(Cn1nc2ccccc2n1)N/N=C/c1ccc(F)cc1,.,0,-6,-10,-0.1,.,0.0,-6
CC12CN3CCN(CC(C3)/C1=N\NC(=O)Nc1cccc(Cl)c1)C2,.,-3,2,10,.,7,0.8,3
CCN1[C@@H]2c3ccc(-c4cccc(C(=O)N(C)C)c4)c(=O)n3C[C@@H]2[C@@H](CO)[C@@H]1C(=O)OC,-6,.,16,2,-0.1,3,0.1,49
CCC(=O)N1CCc2cc(S(=O)(=O)NCCC(=O)N3CCN(c4cccc(C)c4)C(C)C3)ccc21 (configuration not stated),-4,4,2,2,.,-2,0.0,-56
CCOc1[nH]n(-c2ccc(Cl)cc2)c(=O)c1C=NCc1cccnc1,-9,10,-10,1,.,5,0.0,-9
CCCN(C(=O)CSc1nnc(-c2ccncc2)n1CCC)c1c(N)n(Cc2ccccc2)c(=O)[nH]c1=O,6,-1,-15,0,0.5,4,0.0,-1
C/C=C/c1ccc([C@@H]2[C@H](CO)N(C(=O)c3cnccn3)C23CN(C(=O)C2CC2)C3)cc1,.,-6,-6,-4,0.0,.,0.2,-25
NC(=O)c1nn(-c2ccccc2)nc1NC(=O)CN1CCOCC1,-1,-3,-6,-15,-0.1,2,3.7,0
CCN1CCN(c2nc3ccccc3nc2C(C#N)S(=O)(=O)c2ccc(C)c(C)c2)CC1 (configuration not stated),-2,1,-23,.,.,0,.,4
CS(=O)(=O)N1CC2(C1)[C@H](c1ccccc1)[C@@H](CO)N2C(=O)C1CCC1,.,.,-5,-5,0.0,.,0.0,-4

Not a retest: an excerpt of the list.
Molecule,esBAF inh,FN deposit inh,RAD52 inh,EWS-Fli inh,E-selectin induc,RAD54 inh,XiGFP reactiv,S100A4 MyoIIA
O=C(Cn1c(=O)oc2cc(S(=O)(=O)N3CCCCC3)ccc21)N1CCc2ccccc2C1,-3,-9,-9,5,-1.5,-4,0.0,-3
C#CCC(NC(=O)c1ccc(C#N)cc1)C(=O)NCCC (configuration not stated),-2,6,0,1,-0.2,0,0.0,0

Continued:
Molecule,esBAF inh,FN deposit inh,RAD52 inh,EWS-Fli inh,E-selectin induc,RAD54 inh,XiGFP reactiv,S100A4 MyoIIA
CCCCn1c(N)c(N(CC(C)C)C(=O)C2CCN(S(=O)(=O)c3ccc(F)cc3)CC2)c(=O)[nH]c1=O,-3,14,-2,3,-0.7,-9,0.2,-4
O=C(NCc1ccc(Cl)cc1)c1cc(=O)[nH]c2ccc(S(=O)(=O)N3CCOCC3)cc12,-4,6,-12,-1,.,7,0.0,-5
CCNC(=O)C[C@@H]1C=C[C@H](NS(=O)(=O)c2ccc(F)cc2)[C@H](CO)O1,-2,10,3,0,0.3,-9,-0.3,2
COCOCCn1cc(CN2CCS(=O)(=O)N(Cc3ccc(-c4ccc(Cl)nc4)cc3)C(C(C)C)C2=O)nn1 (configuration not stated),27,5,-29,5,-0.1,3,0.3,3
COc1ccc(N(CC(=O)NCc2ccncc2)S(=O)(=O)c2ccc(C)c([N+](=O)[O-])c2)cc1,-2,0,-8,-7,2.5,.,0.1,1
CCOC(=O)N[C@H](C(=O)N1CCC[C@H]1C(=O)NCCc1ccccc1Cl)c1ccccc1,.,6,-1,-17,0.3,.,0.0,-1
CCn1cc(/C=C(\NC(=O)c2ccccc2Cl)C(=O)NCCN2CCOCC2)c2ccccc21,6,6,-6,.,-0.1,.,0.1,0
CN(Cc1ccc(Cl)c(Cl)c1)C(=O)C1=CC=CN2CCS(=O)(=O)N=C12,-9,-8,2,0,.,-12,0.1,0
COc1ccc(-c2ccc3[nH]c4c(c3c2)CCN2C[C@@H]([C@H](C)O)[C@@H](N(C)C(=O)Nc3cc(Cl)cc(Cl)c3)C[C@@H]42)cc1,-6,-6,-43,2,0.0,.,0.1,-8
CCOc1cc(C(=S)N2CCC(O)CC2)ccc1OS(=O)(=O)c1ccc(Br)cc1,22,.,-5,-6,.,.,.,3
N#Cc1ccc(OCC(=O)NCCCn2ccnc2)cc1,3,-2,-6,8,-0.3,9,0.0,0
C[C@H](CO)N1C[C@H](C)[C@H](CN(C)Cc2ccc3c(c2)OCCO3)OCc2cnnn2CCCC1=O,3,6,-12,7,-0.1,-4,0.0,0
COc1cc(S(=O)(=O)NCc2ccncc2)c(OC)cc1C,-2,-1,-3,5,.,7,-0.1,23
C=CCn1c(SCC(=O)Nc2nnc(C)s2)nnc1C1CC1,-10,-9,-8,.,0.1,5,0.6,1
CCc1ccc(C(=O)CN2C(=O)NC3(CCc4ccccc43)C2=O)cc1 (configuration not stated),11,6,-12,-2,.,0,0.0,-4
O=C(C[C@H]1C=C[C@@H](NC(=O)C2CCC2)[C@@H](CO)O1)NCCCN1CCOCC1,-8,4,-15,5,-0.2,4,0.0,0
C[C@H]1CN([C@@H](C)CO)C(=O)c2cc(-c3ccc(C#N)cc3)cnc2O[C@@H]1CN(C)Cc1ccncc1,2,4,3,3,0.3,0,0.3,-9
CN(Cc1nc(-c2cnccn2)no1)Cc1cccc2ccccc12,0,1,-5,6,1.7,2,0.8,4
CC(C)C(=O)N1CCN(CCN=CC2=C(O)CC(c3ccco3)CC2=O)CC1 (configuration not stated),-7&-3,5,-2,-4,-0.9,-10&-6,0.9,-3
COc1ccccc1C(=O)Nc1ccc(S(=O)(=O)N(C)c2ccccc2)cc1,.,9,-6,-11,-0.2,.,-0.1,0
COc1ccc(Cl)cc1C=CC=Nc1ccccc1O,.,0,-4,2,.,.,0.8,-6
Cc1ccc(NC(=O)COC(=O)c2csc3c2CCC(C)C3)cc1S(=O)(=O)N1CCCCC1 (configuration not stated),0,-5,-20,3,.,-8,0.0,-2
CC(C1CC2CCC1C2)n1c(-c2ccco2)n[nH]c1=S (configuration not stated),-2,-8,-9,11,.,.,0.0,-8
COc1cc(CCC(=O)OCC(=O)c2ccc[nH]2)cc(OC)c1OC,-2,-3,-7,3,-2.0,3,0.0,2
COC(=O)C(Cc1ccccc1)P(=O)(c1ccccc1)c1ccccc1 (configuration not stated),.,1,3,-1,-0.7,.,0.1,-2
CC(C)CNC(=O)[C@H]1N2C(=O)c3ccccc3C2SC1(C)C (some centres not stated),1,.,-10,-21,.,-4,0.1,1
Nc1c(S(=O)(=O)c2ccccc2)c2nc3ccccc3nc2n1/N=C/c1ccco1,1,-2,.,.,0.9,-5,.,.
Cc1ccc(NS(=O)(=O)c2ccccc2)c([N+](=O)[O-])c1,-3,-5,-10,0,-0.3,-1,0.0,2
CC(=NNC(=O)c1ccncc1)c1ccc(O)cc1O,-5,-4,-1,23,2.0,-5,0.3,2
O=C(N/C(=C/c1cccc([N+](=O)[O-])c1)C(=O)N1CCOCC1)c1ccc(Br)cc1,.,.,6,.,1.0,-5,0.2,18
COc1ccc2c(c1)c(=O)c(C(=O)c1ccccc1)cn2Cc1ccccc1,-5,0,0,5,0.5,-29,0.1,2
C=CCNC(=S)NNc1nc(Nc2ccccc2)nc(N2CCCCC2)n1,.,-7,-4,23,.,.,1.8,4
CN1[C@@H]2Cn3c(ccc(-c4ccc(F)cc4)c3=O)[C@H]1[C@@H](C(=O)Nc1nccs1)[C@@H]2CO,-3,.,1,2,0.3,-5,0.0,35
CCN(CC)C(=O)CN1C(=O)/C(=C/c2ccccc2)SC1=S,8,-1,-11,0,0.0,-4,0.4,5
CCN(CC(=O)Nc1ccccc1C(F)(F)F)C(=O)c1ccc(-n2nc(C)c(CCC(=O)OC)c2C)cc1,-4,2,-15,0,-0.6,1,0.1,1
COc1cc(CN(C(C)=O)c2ccccc2C(=O)O)ccc1[N+](=O)[O-],.,7,-6,-1,0.1,.,0.1,-1
Cn1cc([C@@H]2C[C@H]3CN(Cc4cccc(Cl)c4)C(=O)[C@]34CCCN24)c(-c2ccccc2)n1,5,-13,-111,8,.,-7,0.2,-7
